GSIS activator – GLuc luminescence reporter in INS-1E cells, primary screen for activators of glucose-dependent secretion of insulin; INS-1E GLuc reporter insulin secretion, 2-3 h; activation, % at 16.6 µM; hit rate 0.61% among 370,000;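 active = lowest replicate activation of at least 40%, so every replicate reaches that level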;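 note: 0% = median of neutral control wells and 100% = median of IBMX positive control wells; some compounds called inactive have numbers as strong as hits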
Cneo AK release – Cryptococcus neoformans lysis via adenylate kinase release. C. neoformans lysis, adenylate kinase release luminescence, 4 h; normalised: neutral wells 0, clomiphene wells 100. lysis activity, % at 15 µM. hit rate 0.2% among 360,000;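 active = mean lysis activity across replicates of at least 80%, whatever share of replicates individually reach that level; inactive = mean lysis activity below 80%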
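Signal: Adenylate kinase release luminescence | Assay system: Log-phase Cryptococcus neoformans yeast cells | Input: Cells at 5 × 10^6 per mL | Buffer or medium: Fresh YPD growth medium | Compound: Single dose | Schedule: Static 4 h at 37 °C with compound, 1 h detection | Controls: Clomiphene | Read-out: Luminescence rise reflecting yeast cell lysis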
ARNT TACC3 PPI – disrupts binding between human ARNT and TACC3. AID 623870. Q9Y6A5. inhibition, % at 9.99 µM. hit rate 0.66% among 390,000. AlphaScreen His-ARNT PAS-B/GST-TACC3 binding, luminescence; TACC3 fragment carries E629A point mutation;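 active = mean inhibition of replicates at least 50% and at least half of replicates each reaching 50%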;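 note: 0% = complete ARNT plus TACC3 wells and 100% = ARNT alone without TACC3; many hits fall short of the cut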
PGC1a acetyl inh – PGC1a acetylation modulation, inhibitor mode; inhibition, % at 15.6 µM; AID 651687; hit rate 0.17% among 350,000; U2OS PGC1a acetylation, AlphaScreen anti-acetyl-lysine; with virally co-expressed GCN5 acetyltransferase;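 active = every replicate shows inhibition of at least 40%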;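 note: 0% = neutral control wells and 100% = positive control wells; some results beyond the cut were filed as inactive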
PglD DTNB – PglD (C. jejuni) enzyme inhibition; hit rate 0.098% among 360,000; inhibition, % at 12.5 µM; purified PglD enzyme, DTNB colorimetric CoA detection; AID 602405; in the data active = inhibition above about 16%, passing the limit was not always enough; note: strong numbers were not always called active
LGR2 antag – Drosophila LGR2 receptor signaling inhibition; inhibition, % at 9.99 µM; hit rate 0.35% among 380,000; HEK293 LGR2, CRE-luciferase, bursicon-stimulated, 4 h;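 active = drop in luminescence signal, shown as inhibition above about 50% in the replicate tests, limit read from the data, passing the limit was not always enough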;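 note: agonist challenge used bursicon conditioned medium at about half maximal strength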
PAX8 inh HTS – inhibitors of PAX8 transcriptional activity in RMG-I cells | RMG-I TPO-luciferase reporter, SteadyGlo, 24 h | inhibition, % at 12.6 µM | hit rate 1.2% among 360,000 | AID 652154;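 active = mean replicate inhibition at least 60% with every replicate also reaching 60%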;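 note: luciferase light reporting Pax8 driven TPO promoter activity; plate controls were median of neutral control wells for no effect and mitoxantrone controls for full effect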
C2C12 statin – protects C2C12 myotubes from simvastatin toxicity; ATP luminescence, 48 h; scaled: DMSO 0, geranylgeraniol control 100; rescue of ATP level, % at 7.49 µM; hit rate 0.78% among 330,000;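 active = mean ATP rescue above about 67%, or every replicate alone reaching that limit, limit read from the data, passing the limit was not always enough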;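 note: myotubes were challenged with 10 µM simvastatin during compound exposure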
Starred values were filed as active, the others as inactive; / = not tested or not shown; & = joins results of further samples.

Preview, 6 compounds:
SMILES	GSIS activator	Cneo AK release	ARNT TACC3 PPI	PGC1a acetyl inh	PglD DTNB	LGR2 antag	PAX8 inh HTS	C2C12 statin
CCN1CCN(c2nc3c(c(=O)[nH]c(=O)n3C)n2Cc2cccc(C)c2)CC1	15	-1	/	/	-3	3	-1	-19
Cc1csc(=O)n1CC(=O)Nc1ccc(S(C)(=O)=O)cc1	25	-2	13	5	6	-6	/	9
N#Cc1c(SCc2ccccc2)nc(N2CCOCC2)c2c1CCCC2	/	1	0	-33	-3	/	/	-20
CCC(NC(=O)NCc1cccnc1)(C(F)(F)F)C(F)(F)F	/	-1	-12	10	20*	/	/	-14
COc1ccc(C2=NOC(C(=O)NCc3ccccn3)C2)cc1OC (stereo unspecified)	94*	-2	13	-2	2	/	/	-3
CN1C(=O)/C(=C\c2cc(N=Nc3ccccc3)ccc2O)SC1=S	/	0	20	1	0	/	/	-6

Main list, previewed entries included:
SMILES	GSIS activator	Cneo AK release	ARNT TACC3 PPI	PGC1a acetyl inh	PglD DTNB	LGR2 antag	PAX8 inh HTS	C2C12 statin
CCN1CCN(c2nc3c(c(=O)[nH]c(=O)n3C)n2Cc2cccc(C)c2)CC1	15	-1	/	/	-3	3	-1	-19
Cc1csc(=O)n1CC(=O)Nc1ccc(S(C)(=O)=O)cc1	25	-2	13	5	6	-6	/	9
N#Cc1c(SCc2ccccc2)nc(N2CCOCC2)c2c1CCCC2	/	1	0	-33	-3	/	/	-20
CCC(NC(=O)NCc1cccnc1)(C(F)(F)F)C(F)(F)F	/	-1	-12	10	20*	/	/	-14
COc1ccc(C2=NOC(C(=O)NCc3ccccn3)C2)cc1OC (stereo unspecified)	94*	-2	13	-2	2	/	/	-3
CN1C(=O)/C(=C\c2cc(N=Nc3ccccc3)ccc2O)SC1=S	/	0	20	1	0	/	/	-6
Cc1ccc(CNC(=O)C2CC(=O)N(CCC(C)C)C2)cc1 (stereo unspecified)	-2	/	-1	5	/	6	16	9
C=CCc1ccc(OCC(O)CN2CCc3ccccc3C2)c(OC)c1 (stereo unspecified)	6	-1	-1	7	0	-11	23	-33
O=C1OC(CC(=O)N(Cc2nnc(-c3ccc(Cl)cc3)o2)C2CC2)c2ccccc21 (stereo unspecified)	-7	3	-1	-4	4	-5	-1	5
Cc1ccc(NC(=O)c2cc(C)nc3ccccc23)c(C)c1	9	-4	-3	13	-4	13	-9	2
COc1cccc(CNC(=O)C[C@H]2CC[C@@H](NC(=O)C3CCC3)[C@@H](CO)O2)c1	8	-1	0	13	-1	-8	-7	-1
CCCNc1nc2c(c(=O)[nH]c(=O)n2C)n1Cc1ccc(F)cc1	17	3	-22	-9	8	5	6	14
CCOC(=O)c1ccc2nc(C)c(C)nc2c1	2	/	-4	/	/	-8	-34	/
N#CCCn1cc(C(=O)Nc2ccc(C(=O)O)cc2)c(-c2cc3ccccc3o2)n1	-9	/	-1	-2	/	-4	4	/
COCC(=O)N(C)C[C@H]1Oc2cc(C#C[C@@H](C)O)ccc2S(=O)(=O)N([C@H](C)CO)C[C@@H]1C	12	-5	-3	-7	2	-19	/	0
CC(C)c1ccccc1NC(=O)Nc1nc(C(N)Cc2ccc(C(F)(F)F)cc2)cs1 (stereo unspecified)	20	10	/	-3	-1	-30	21	3
C[C@@H]1CN([C@H](C)CO)C(=O)c2cc(NC(=O)CCC(F)(F)F)ccc2O[C@@H](C)CCCCO[C@H]1CN(C)Cc1ccncc1	-2	0	-11	2	1	-6	-3	-24
C[C@H](CO)N1C[C@H](C)[C@H](CN(C)Cc2cncnc2)Oc2ncc(C#CC3(O)CCCC3)cc2C1=O	2&-2	-1&-1&-6	-1	21&8	-1&-2&0	2&-38	4	-8
COc1ccc(N2C(=O)C3CCCN3C2c2cccc(F)c2)cc1Cl (stereo unspecified)	/	0	-1	4	2	/	-15	5
Cc1cccc(NC(=S)NCc2cccs2)c1	-8	/	-9	/	/	-53	-16	/
CC(=O)Nc1ccccc1C(=O)C(=O)Nc1ccc(C)c(C)c1	1	-3	/	11	2	2	-192	-12
Cn1ccnc1SCC(=O)NC1CCCCC1	19	-3	-3	5	4	10	/	4
CCCNC(=O)C[C@H]1CC[C@@H]2[C@@H](COc3ccc(NC(=O)Nc4ccccc4F)cc3C(=O)N2C)O1	-8	0	3	-9	4	-11	7	16
CCOc1ccc(NC(=O)CCC(=O)NNC(=O)COc2ccc(C)cc2)cc1	-1	/	-21	1	/	13	-31	/
CCN(CC)C(=O)C1=C(C)N(Cc2ccccc2)C(=O)C(CC(=O)NCc2ccco2)C1 (stereo unspecified)	-12	-2	/	-15	-1	9	3	3
The list continues.
SMILES	GSIS activator	Cneo AK release	ARNT TACC3 PPI	PGC1a acetyl inh	PglD DTNB	LGR2 antag	PAX8 inh HTS	C2C12 statin
CN1CCN(C(=O)C[C@@H]2C[C@H]3c4cc(NS(C)(=O)=O)ccc4O[C@H]3[C@H](CO)O2)CC1	8	-1	-4	6	-2	-1	3	7
CCOC(=O)C1C(C(=O)NN)C1C(=O)Nc1ccccc1 (stereo unspecified)	-2	1	-3	-3	5	2	-2	-5
CC(=O)N1N=C(c2cccc(O)c2)CC1c1cccs1 (stereo unspecified)	4	-1	-2	-18	6	-3	21	3
COc1ccccc1CNC(=O)c1ccncc1	/	-3	-4	4	-3	/	-36	0
O=C(C[C@H]1CC[C@@H]2[C@H](COC[C@@H](O)CN2C(=O)C2CCOCC2)O1)NCc1ccncc1	8	-2	2	-3	0	-9	-2	-11
O=C(OCc1cn([C@H]2C[C@H](c3ccc(Cl)cc3)N(C(=O)c3cccs3)C[C@@H]2O)nn1)c1ccccc1	-12	-9	/	11	-2	9	-7	-4
CCOc1ccc2nc(NC(=O)CSc3nc(SC)ns3)sc2c1	-2	-8	-4	-4	-4	-53	/	10
O=C(NCCc1ccc(Cl)cc1)C1CC(=O)N(CCc2ccccc2)C1 (stereo unspecified)	-18	0	-2	4	-4	6	5	4
O=C(Nc1ccccc1C(F)(F)F)c1cc(S(=O)(=O)N2CCOCC2)ccc1F	/	1	-5	-10	-8	/	/	/
COc1ccc(N2CC(C(=O)O)CC2=O)cc1 (stereo unspecified)	-2	0	-1	1	4	7	/	27
COc1cc2c(cc1OC)CN(C(=O)[C@@H]1[C@H]3C(=O)O[C@H](c4ccccc4)[C@H](c4ccccc4)N3[C@H](c3ccccc3OCCO)[C@@]13C(=O)Nc1ccc(C#CC4(O)CCCCCC4)cc13)CC2	/	-15	0	14	3	/	52	/
O=c1[nH]c(-c2ccc3c(c2)OCO3)nc2c1sc(=S)n2-c1ccccc1	-2	/	-8	3	/	-3	5	/
Cc1cc(-n2cnc(-c3cn[nH]c3C)n2)no1	/	-1	-2	0	0	-15	-14	/
Cc1cc(=O)n(C(NC(=O)c2ccccc2)C(=O)c2ccccc2)cn1 (stereo unspecified)	/	1	13	5	-3	/	/	9
O=C(Nc1ccc(F)cc1)Nc1ccc(Cl)cn1	/	-2	1	/	0	/	/	27
C[C@H](CO)N1C[C@H](C)[C@@H](CN(C)Cc2ccc(Oc3ccccc3)cc2)Oc2c(NC(=O)Nc3ccc(F)cc3)cccc2C1=O	-11	0	12	-9	2	21	/	-22
CO[C@@H]1CN(C)C(=O)c2cc(NC(C)=O)ccc2OC[C@H](C)N(C(=O)c2ccccc2F)C[C@H]1C	0	-4	-4	3	-3	18	/	12
CCOC(=O)c1cc(-c2ccccc2)sc1NC(=O)C(C)OC(=O)c1cccc(S(=O)(=O)N(C)C)c1 (stereo unspecified)	-21	/	-13	/	/	15	1	/
CCN1CCOC(CC(=O)Nc2cccc([N+](=O)[O-])c2)C1=O (stereo unspecified)	-13	4	/	-4	-1	7	11	-5
COc1ccc(NC(=O)Nc2nnc(CC(=O)Nc3ccccc3)s2)cc1	-11	/	5	-4	/	8	-21	/
CC(C)C[C@H](NC(=O)N1CCCCCC1)C(=O)O	8	/	-2	-3	/	6	6	/
COc1ccc(S(=O)(=O)N2CCN(CCC(=O)Nc3ccc(F)cc3)CC2)cc1	3	/	-9	/	/	3	12	/
CC(=O)CSc1nc2c(c(=O)[nH]c(=O)n2C)n1CCCc1ccccc1	14	-4	6	33	9	-9	-15	-2
CC(C(=O)Nc1ccc2c(c1)OCO2)N(c1ccc(Cl)cc1)S(C)(=O)=O (stereo unspecified)	/	0	-2	-15	7	/	/	/
COc1ccc(S(=O)(=O)N2CCOCC2)cc1NC(=O)CSc1ccc(F)cc1	-10	-2	-2	8	5	-8	3	3
Other entries follow:
SMILES	GSIS activator	Cneo AK release	ARNT TACC3 PPI	PGC1a acetyl inh	PglD DTNB	LGR2 antag	PAX8 inh HTS	C2C12 statin
O=C1C(Cc2cccc([N+](=O)[O-])c2)S/C(=N/N=C/c2ccco2)N1c1ccccc1 (stereo unspecified)	-12	/	0	-3	-1	6	8	/
O=C(C[C@H]1C=C[C@H](NC(=O)C2CCOCC2)[C@H](CO)O1)NCCc1cscn1	7	-1	/	1	-1	21	/	0
CCc1ccc(N=C2NC(=O)/C(=C/c3cc(OC)c(O)c(OC)c3)S2)cc1	10	6	-3	/	-6	10	3	-17
CCCOC(=O)CC1C(=O)NCCN1Cc1ccccc1C (stereo unspecified)	-3	1	-30	6	4	1	10	-9
Cc1c(Cl)cccc1NC(=S)N1CCN(c2ccccn2)CC1	0	/	-3	/	/	32	10	/
O=S(=O)(N[C@H]1CC[C@@H](CCn2cc(-c3cccc(F)c3)nn2)O[C@@H]1CO)c1ccccc1	-10	0	-2	-8	0	5	6	0
N/C(Cc1ccc(Cl)c(Cl)c1)=N\OC(=O)c1cccs1	/	-1	-1	/	-3	/	/	18
CSC1CCCCC1(O)CSc1nc2c(cc1C#N)CCCC2 (stereo unspecified)	-8	/	12	-5	/	9	/	/
CNC(=O)C[C@@H]1CC[C@@H]2[C@@H](COc3ccc(NC(=O)NC4CCCC4)cc3C(=O)N2C)O1	9	3	-8	2	0	9	-19	8
Cc1ccc(S(=O)(=O)/N=C(/NC(=S)Nc2cccc(C)c2)c2ccccc2)cc1	/	9	2	1	3	/	/	/
C[C@H]1CN([C@@H](C)CO)C(=O)c2cccc(NC(=O)NC3CCCCC3)c2O[C@@H]1CN(C)Cc1ccccc1	-13	1	2	0	-2	13	4	-32
O=C(Cn1nc(Cl)nc1Cl)c1ccc([N+](=O)[O-])cc1	-4	1	-8	5	2	5	11	-4
CCOc1ccccc1N1CCN(Cc2cnc(-c3ccccc3)[nH]2)CC1	11	0	1	-3	4	-5	20	0
Cc1ccc(C(=O)N/C(=C\c2ccc(Cl)cc2)C(=O)NCCCN2CCOCC2)cc1	11	32	/	-2	-2	15	8	-10
CC1CCN(c2cc(=O)n(C3CCCCC3)c(=O)[nH]2)CC1	/	3	-2	10	10	/	-9	-14
Cc1cc(-c2ccc(C(C)C)c(S(=O)(=O)N3CCN(c4ccccc4)CC3)c2)on1	9	2	-1	/	-3	9	30	-173
CCN(CC)c1ccc2cc(C(=O)O)c(=O)oc2c1	/	0	3	-7	3	/	3	-2
CN(C)CCCNC(=O)C[C@@H]1CC[C@@H]2[C@H](COC[C@H](O)CN2CC2CC2)O1	14	1	0	-4	2	-3	-2	-11
C=CCN1C(=O)c2ccc(C(=O)NCCc3ccc(OC)c(OC)c3)cc2C1=O	17	3	-6	6	-1	1	-9	5
CCN(CC)C(=O)C1=C(C)N(Cc2ccc(C(C)(C)C)cc2)C(=O)C(CC(=O)NCc2cccc3ccccc23)C1 (stereo unspecified)	-19	2	/	-6	4	35	14	-2
CCOc1ccc(NC(=O)COc2ccc3c(c2)OCO3)cc1	-2	/	-4	-14	/	-2	-22	-2
COCC(=O)Nc1ccc2c(c1)[C@@H]1C[C@H](CC(=O)N[C@@H](C)c3ccccc3)O[C@@H](CO)[C@@H]1O2	-1	2	4	-7	-2	4	-11	-1

Bioassay records as filed in PubChem.
